Screening data deposited in PubChem BioAssay by National Center for Advancing Translational Sciences (NCATS).
HepG2 tox: counter-screen for TGF-b inhibitors: cytotoxicity in HepG2 cells | HepG2 CAGA-GFP viability, ATP luminescence, 18 h | Potency, µM (highest dose often 46.1 µM), for the others: at the highest dose activity change, negative = cytotoxicity, most hits filed as cytotoxic | 0.76% of 410,000 active; also: potency is read from the fitted curve at half-maximal effect; some results filed as inactive show a strong effect at the top dose
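CellTiter-Glo luminescence gave cytotoxicity after 18 hours at 37 degrees C. The cells were HepG2 CAGA-GFP in 1% FBS DMEM, stimulated with 500 pg/mL TGF-beta after compound addition. %Activity was normalised to no-cell wells (complete cell-killing) and DMSO (no toxicity), and curves were fitted and classified.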
A549 tox: counter-screen for Nrf2 inhibitors: cytotoxicity in A549 cells; A549 ARE-Fluc cells, CellTiter-Fluor viability, 18-24 h; Potency, µM (top dose mostly 46 µM), for the others: at the top dose activity change, negative = cytotoxicity, most hits filed as inhibitors; 0.16% of 390,000 active; AID 504648; also: potency is read from the fitted curve at half-maximal effect; % is scaled to controls: 0 for no effect and ±100 for the full control effect
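Cytotoxicity counterscreen: CellTiter-Fluor fluorescence was measured in A549 ARE_Fluc cells after 18-24 h of compound exposure in a concentration series. The subsequent BugLite luminescent read reports ARE-luciferase activity.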
Akt phos inh: Akt phosphorylation inhibition | activity change, % for hits at 50 µM | Neuro2A IGF-stimulated pAkt S473 HTRF, 20 min; stronger effect = lower value | 0.32% of 360,000 active; in the data active = activity change below about -80%; inconclusive = mostly about -51% to -80%; also: % is scaled to controls: 0 for no effect and ±100 for the full control effect
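Neuro2A cells in DMEM with 0.5% FBS, overnight at 37 deg C, given compound at single 50 µM final, then IGF (6 nM final) for 20 min at 37 deg C. Lysed; phospho-Akt Ser473 by HTRF after 24 h, 665/615 ratio.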
CCT modulator: cytosolic chaperonin activity modulation. purified chaperonin ATPase assay, HTRF ADP detection, 30 min. activity change, % (test concentration not listed), hits read low. 0.3% of 360,000 active. AID 651819; in the data active = activity change below about -30%; also: % is scaled to controls: 0 for no effect and ±100 for the full control effect
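Enzyme 40 or 20 nM (batch-dependent) in Tris pH 7.4/KCl/MgCl2/DTT; cpd 76 uM single point; ATP 10 uM; 30 min 37 °C; Transcreener ADP HTRF detection, 30 min RT; ratio 665/615.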
TGFb SMAD3 inh: blocks TGF-b signaling; Potency, µM (highest dose often 46.1 µM), for inactives: at the top dose activity, negative = inhibition, hits mostly inhibitors; HepG2 CAGA-GFP TGF-b/SMAD3 reporter, GFP fluorescence, 18 h; TGF-beta stimulated, 500 pg/mL final; 1.2% of 410,000 active; also: potency is read from the fitted curve at half-maximal effect; % is scaled to controls: 0 for no effect and ±100 for the full control effect; nearly all actives have a fitted effect of over 65% in size
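GFP signal (ex488/em500-530) from TGF-beta-stimulated HEPG2 CAGA-GFP cells, 500 pg/mL final, 18 h at 37 degrees C in DMEM plus 1% FBS, normalized to unstimulated and DMSO-stimulated controls.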
Nrf2 block: Nrf2 pathway inhibition. AID 504444. Potency, µM (top dose mostly 46 µM), inactives show at the top dose activity change, negative = inhibition, hits mostly inhibitors. 2.1% of 360,000 active. A549 ARE-Fluc reporter, luciferase luminescence, 18-24 h; also: potency is read from the fitted curve at half-maximal effect; % is scaled to controls: 0 for no effect and ±100 for the full control effect; nearly all actives have a fitted effect of over 60% in size
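Reporter: ARE-Fluc in A549. Exposure: 18-24 h, 37 °C, 5% CO2, 5% FBS OPTI-MEM. Readouts: fluorescent cytotoxicity (CellTiter-Fluor), then luminescent Nrf2 signal after BugLite.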
Nrf2 activator: activators of Nrf2 (ARE) signaling. Potency, µM (series often up to 46.1 µM), without a hit: top-dose activation, hits mostly activators. AID 624171. AREc32 ARE-luciferase reporter (MCF7-derived line), luminescence, 24 h. 0.31% of 410,000 active; also: potency is read from the fitted curve at half-maximal effect; % of control where 0% means no effect; nearly all actives have a fitted effect of over 65% in size
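Steps: seed AREc32_Fluc cells (1000/well, 5% FBS OPTI-MEM); incubate overnight at 37 deg C; add 23 nL compound; incubate 24 hr; add Steady-Glo; hold 30 min RT; read luminescence.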
Mm-Cpn inhibitor: inhibitors of Methanococcus maripaludis chaperonin (MmCpn); Potency, µM (titrated, usually from 76.9 µM), for inactives: at the highest dose activity, negative = inhibition, most hits filed as inhibitors; 0.031% of 330,000 active; purified Mm-Cpn ATPase, ADP Transcreener TR-FRET; also: potency is read from the fitted curve at half-maximal effect; % is scaled to controls: 0 for no effect and ±100 for the full control effect; nearly all actives have a fitted effect of over 80% in size
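Inhibition of chaperonin ATP hydrolysis is measured as reduced ADP production, detected by competitive TR-FRET in which signal falls with ADP. Final enzyme 25 nM and ATP 10 uM, reacted 30 min at 37°C.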
Abeta rescue: A-beta toxicity reversal in yeast | yeast expressing A-beta42, growth rescue, OD600, 48 h; response scale: 0% DMSO, 100% iron-clioquinol control | Potency, µM (highest dose often 46.1 µM), without a hit: top-dose growth rescue, usual class: activators | 0.063% of 410,000 active | AID 1347071; also: potency is read from the fitted curve at half-maximal effect; nearly all actives have a fitted effect of over 55% in size
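Growth rescue measured by 600 nm absorbance after 48 h yeast culture at 30 C with compound. Values normalized between DMSO and an equimolar ferric chloride plus clioquinol control.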
* hit, by the source's call; i = inactive; u = inconclusive; x = no result given; [ ] = remark or other dose. Unless noted, calls follow the shape of the dose curve; as a rule, active = well fitted curve in the direction sought with a large enough effect; inconclusive = small, poorly fitted or top-dose-only effect, or another doubt; inactive = no such curve, though single readings can be large; an effect the other way counts as inactive or inconclusive.

SMILES	HepG2 tox	A549 tox	Akt phos inh	CCT modulator	TGFb SMAD3 inh	Nrf2 block	Nrf2 activator	Mm-Cpn inhibitor	Abeta rescue
CC(=O)c1ccc(NC(=O)CCCN2C(=O)COc3ccc(C)cc32)cc1	-5.5%	2.4%	i	-2.5	-6.4%	-4.2%	4.6%	-2.5%	8.7%
Cc1ccnc(SCc2cc(=O)c(OC(=O)c3ccc(Br)o3)co2)n1	-9.7%	-8.2%	i	2.1	3.1%	3.1%	-0.4%	-1.2%	u
CC(=O)Nc1nc(-c2ccccc2)c(-c2ccccc2)o1	1.9%	3.5%	i	2.0	-1.4%	4.9%	3.2%	-5.3%	-15.4%
COc1cccc(N2CCN(CC(=O)Nc3nc4c(s3)CC(C)CC4)CC2)c1 (stereo not given)	-37.7%	-4.4%	-89.2%*	-1.0	-15.2%	-0.3%	2.8%	0.1%	3.6%
CC1=NN(c2nc3ccccc3[nH]2)C(=O)C1Cc1ccccc1 (stereo not given)	14.9%	-27.2%	i	0.4	u	23.1µM*	7.1%	-0.4%	-93.4%[inhibitor]
Cc1ccc(C(=O)N2N=C(c3ccccc3)CC2(O)C(F)(F)F)o1 (stereo not given)	-27.8%	-1.0%	i	-6.5	-8.2%	u	13.0%	2.5%	5.6%
COc1cc(C)c(C2NC(=O)c3ccccc3N2)cc1C (stereo not given)	-31.0%	-13.7%	i	-0.5	u	6.4%	-0.5%	x	9.4%
CSC(=CC(=O)c1ccc(F)cc1)SC	-73.2%	1.3%	i	0.0	u	12.3%	14.3%	2.7%	-25.4%
COc1cc(C2NC(=S)NC3=C2C(=O)CCC3)ccc1O (stereo not given)	-13.6%	-0.2%	i	1.5	-1.4%	20.4%	-0.2%	0.2%	-12.1%
O=C(CCc1ccccc1)NCCS(=O)(=O)N1CCN(c2ccccc2)CC1	-5.0%	0.1%	i	1.1	-7.3%	-13.6%	-0.3%	1.1%	0.5%
CCOC(=O)c1ccc2c(c1)n(CC)c(C)[n+]2CC	1.6%	-6.3%	i	1.0	0.4%	-8.6%	0.1%	-1.0%	-8.1%
COc1ccc(S(=O)(=O)Nc2ccccc2C(=O)N2CCCC2)cc1OC	13.7%	8.1%	i	1.3	1.0%	-3.5%	0.0%	0.3%	8.3%
O=C(CN1C(=O)NC2(CCc3ccccc32)C1=O)Nc1c(Cl)cccc1Cl (stereo not given)	-0.5%	-4.7%	i	0.7	-5.3%	7.1%	-0.3%	-5.5%	19.2%
CCc1ccc(S(=O)(=O)NCCc2cn3ccsc3n2)s1	-24.8%	2.3%	i	-0.6	-1.7%	-13.0%	-0.7%	0.2%	6.9%
COc1ccc(NC(=O)c2oc3ccccc3c2NC(=O)Cc2coc3c(C)c(C)ccc23)cc1	3.6%	-8.8%	x	x	1.9%	u	3.7%	x	-8.6%
CC(=O)Nc1cccc(-c2nc(-c3ccccc3)no2)c1	-15.9%	0.8%	x	x	25.4%	x	21.4%	x	-6.0%
Cc1ccc(Nc2nc(N)nc(CN3CCC(C)CC3)n2)c(C)c1	-35.3%	11.7%	i	-1.8	23.6%	-7.8%	0.2%	x	-1.0%
CCCCC1CCC(C(=O)N(C)CC(=O)Nc2cccc(OC)c2)CC1 (stereo not given)	3.9%	-1.2%	i	0.0	-26.9%	7.3%	-0.4%	1.4%	u
O=C(Cn1nc(C(F)(F)F)c2c1CCC2)NCc1ccc(F)cc1	-21.1%	-12.6%	i	-3.2	1.9%	-14.4%	0.3%	2.0%	12.5%
CC1=NN(c2ccc(Cl)c(C(=O)O)c2)C(=O)/C1=C/c1ccc(-c2ccccc2[N+](=O)[O-])o1	-26.8%	0.9%	i	0.4	-15.8%	16.9%	0.5%	-4.0%	-6.8%
CC1CCCC(NC(=O)CSc2n[nH]c(N)n2)C1C (stereo not given)	4.2%	-2.0%	i	-1.8	12.3%	-3.4%	-0.3%	u	6.8%
O=C(NCc1nnc(SCC(=O)N2CCN(c3ccccc3)CC2)o1)c1ccc(F)cc1	9.0%	8.7%	i	3.2	3.9%	-28.5%	-1.0%	-1.6%	0.0%
COc1cccc(/C=C2\SC(=S)N(CC3CCCO3)C2=O)c1 (stereo not given)	-8.9%	0.3%	i	-6.0	-2.0%	10.6%	u	1.1%	-16.3%
O=C(C1CCN(S(=O)(=O)N2CCC3(CC2)OCCO3)CC1)N1CCCCC1	1.9%	0.3%	i	0.3	u	10.6%	-0.1%	-1.8%	-7.3%
CCn1cc(C2Nc3ccccc3C(=O)N2O)c(C)n1 (stereo not given)	-17.7%	1.9%	i	0.0	14.6%	-1.2%	9.5%	0.4%	3.5%
O=c1c2ccccc2nc(SCc2nc(-c3ccccc3)no2)n1-c1ccc(F)cc1	0.4%	-2.5%	i	0.2	0.0%	u	-0.2%	1.2%	-23.1%
CC1Cc2ccccc2N1C(=O)Cn1cc(C(F)(F)F)ccc1=O (stereo not given)	-1.9%	x	i	0.9	11.8%	x	0.1%	x	0.1%
CC(OC(=O)Cc1c[nH]c2ccccc12)C(=O)NC1CCCCC1C (stereo not given)	-20.6%	0.6%	i	-0.1	-13.1%	3.0%	0.1%	0.3%	-5.5%
COCCCn1c(SCC(=O)NCc2ccco2)nc2sc3c(c2c1=O)CCC3	2.3%	1.1%	i	0.3	17.3%	-6.5%	-0.1%	1.4%	7.0%
CCOc1nc(C)ccc1-c1noc(-c2ccccn2)n1	-3.8%	1.9%	x	-5.0	-4.7%	u	2.6%	1.8%	-9.5%
COc1ccccc1-c1nc(SCC(=O)N(C)c2ccccc2)c2c(=O)n(C)c(=O)n(C)c2n1	-27.9%	-15.9%	i	-5.5	-14.1%	-27.8%	0.9%	-5.1%	-2.4%
CCCCNC(=S)N/N=C/c1ccc(C)s1	-7.9%	8.5%	i	0.4	1.3%	u	3.2%	1.3%	0.0%
CCOC(=O)c1sc2ncn(C(CC)C(=O)OCC)c(=O)c2c1C (stereo not given)	4.6%	3.9%	i	-1.7	18.4%	-0.5%	2.2%	-1.3%	-23.5%
COCCNC(=O)C1CCCN(C(=O)/C=C/c2ccccc2)CC1 (stereo not given)	-0.6%	x	i	-0.3	5.7%	x	0.4%	x	-16.1%
Fc1ccc(NC(=S)Nc2ccccc2N2CCOCC2)cc1Cl	1.7%	-2.1%	i	0.2	-16.0%	10.2%	0.0%	0.3%	-3.2%
O=C(COc1ccc(Cl)cc1Cl)Nc1ccc(C(=O)OC2CCCCC2)cc1	18.6%	6.4%	x	x	-3.4%	7.9%	-0.5%	x	-3.6%
COc1ccc(CCNCC(=O)Nc2ccc(C)c(S(=O)(=O)N(C)C)c2)cc1	-10.9%	-2.8%	i	1.1	-5.5%	-29.5%	9.0%	0.3%	-11.4%
C[C@@H]1CCCCO[C@H](CN(C)Cc2ccc(C(=O)O)cc2)[C@@H](C)CN([C@H](C)CO)C(=O)c2cc(N(C)C)ccc2O1	-25.5%	x	i	-1.3	-4.1%	x	0.0%	x	3.5%
N[C@@H](Cc1cc(I)c(Oc2cc(I)c(O)c(I)c2)c(I)c1)C(=O)O	-3.6%	0.6%	i	-0.5	-1.6%	-4.9%	0.4%	x	-12.2%
COc1ccc(CNC(=O)C(=O)NCC2OCCCN2S(=O)(=O)c2cccs2)cc1 (stereo not given)	-15.6%	0.0%	i	-0.9	-11.4%	-27.9%	-1.1%	-3.3%	12.1%
Cc1nn(C)c(C)c1NS(=O)(=O)c1ccc(Cl)s1	-41.7%	0.4%	i	-2.4	-0.7%	-24.2%	3.5%	-0.6%	-0.2%
Cc1cc(NC(=O)CSc2nc3ccsc3c(=O)n2Cc2ccccn2)n[nH]1	-3.7%	5.4%	i	-4.0	-6.1%	u	0.3%	-1.3%	-16.0%
CCN1C(=O)c2cccc3c(S(=O)(=O)Nc4ccc(OC)cc4OC)ccc1c23	-24.2%	-2.6%	i	-3.9	15.9%	-9.8%	0.4%	-0.4%	8.9%
N#Cc1ccsc1NC(=O)CN1CCCCC1	-2.2%	5.9%	i	-0.8	-4.5%	5.7%	0.1%	1.0%	19.3%
CCN(CC)CCN(Cc1cc2ccc(C)c(C)c2[nH]c1=O)C(=S)NCc1ccco1	-16.2%	u	i	-0.6	5.1%	u	0.1%	2.2%	1.3%
Cc1nc([N+](=O)[O-])cn1-c1nc2ccccn2c1[N+](=O)[O-]	1.0%	-5.0%	i	0.9	-1.3%	u	0.4%	-1.7%	-3.3%

Whole records, quoted from the list. Order of screens: HepG2 tox | A549 tox | Akt phos inh | CCT modulator | TGFb SMAD3 inh | Nrf2 block | Nrf2 activator | Mm-Cpn inhibitor | Abeta rescue
COc1ccc(CNC(=O)C(=O)NCC2OCCCN2S(=O)(=O)c2cccs2)cc1 (stereo not given) as listed: -15.6% | 0.0% | i | -0.9 | -11.4% | -27.9% | -1.1% | -3.3% | 12.1%
CCCCC1CCC(C(=O)N(C)CC(=O)Nc2cccc(OC)c2)CC1 (stereo not given) as listed: 3.9% | -1.2% | i | 0.0 | -26.9% | 7.3% | -0.4% | 1.4% | u
COCCCn1c(SCC(=O)NCc2ccco2)nc2sc3c(c2c1=O)CCC3 as listed: 2.3% | 1.1% | i | 0.3 | 17.3% | -6.5% | -0.1% | 1.4% | 7.0%
CCOc1nc(C)ccc1-c1noc(-c2ccccn2)n1 as listed: -3.8% | 1.9% | x | -5.0 | -4.7% | u | 2.6% | 1.8% | -9.5%

Rows were taken by chance, and some 4.3% of all compounds hit somewhere here.
